NR2E3 ag-1: activates human photoreceptor nuclear receptor NR2E3. inhibition of corepressor binding, % at 4.78 µM. Q9Y5X4. AID 2300. 320,000 tested, 0.12% active. GST-NR2E3/biotin-RetCOR TR-FRET, 1536-well;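 active means percent inhibition above the cutoff of mean plus 3 SD of all tested compounds, set per screening campaign, cut at about 20% in these data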;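 further: 0% = DMSO wells and 100% = biotin wells as full block of FRET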
Target sequence (Q9Y5X4 whole entry, looked up): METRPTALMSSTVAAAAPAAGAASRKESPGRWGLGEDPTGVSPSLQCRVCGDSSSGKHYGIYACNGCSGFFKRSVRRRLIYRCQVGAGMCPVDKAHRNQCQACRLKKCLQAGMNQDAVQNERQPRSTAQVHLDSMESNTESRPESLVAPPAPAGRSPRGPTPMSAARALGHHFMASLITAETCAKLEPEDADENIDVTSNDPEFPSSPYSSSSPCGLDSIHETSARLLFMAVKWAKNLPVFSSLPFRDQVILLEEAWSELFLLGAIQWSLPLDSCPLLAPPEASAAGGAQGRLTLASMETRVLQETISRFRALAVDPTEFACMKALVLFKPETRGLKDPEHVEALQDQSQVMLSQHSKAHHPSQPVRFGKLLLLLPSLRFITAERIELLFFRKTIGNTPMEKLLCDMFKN
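Material: NR2E3–RetCOR corepressor complex | Quantity: 1.35 nM GST-tagged NR2E3 final | Schedule: 5 h at 4 °C | Replication: Singlicate compound wells | Reagent: RetCOR corepressor, biotinylated, 7 nM | Controls: Biotin wells as high control, 0.6% DMSO wells as low control | Signal: TR-FRET, Eu(K)-anti-GST donor, streptavidin-D2 acceptor, ex 340, em 617/671 nm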
TRPM1 prom inh: inhibitors of MITF-driven TRPM1 promoter in melanoma cells | SK-MEL-5 TRPM1 promoter luciferase, 24 h | inhibition, % at 12.5 µM | 330,000 tested, 0.83% active;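 active means mean inhibition across replicates of 60% or more, whatever share of single replicates reaches that level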; further: values of inactives mirror those of a sister screen read the other way
hiPSC survival: hiPSC single-cell survival enhancement; ATPlite luminescence; 100% = ROCK inhibitor wells, 0% = DMSO; survival enhancement, % at 20 µM; AID 602274; 360,000 tested, 0.044% active; in the data active means survival enhancement above about 18%;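 further: cells exposed to compounds for 16 hours before the ATP read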
Shn3 3UTR inh: Schnurri-3 reporter inhibition in Clone20 osteoblasts; Clone20 osteoblast Shn3 3'UTR firefly luciferase, 24 h; inhibition, % at 12.5 µM; 360,000 tested, 0.52% active; AID 588674;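 active means mean inhibition of at least 75% with every replicate also reaching 75%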;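 further: 0% = median of neutral control wells and 100% = pilot-screen positive control compound; some compounds past the cut are filed as inactive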
PDI turbidity: PDI (human) enzyme inhibition. P07237. PDI insulin aggregation turbidity, A650, 90 min. inhibition, % at 10 µM. 350,000 tested, 0.052% active;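 active means mean inhibition across replicates of 30% or more, whatever share of single replicates reach that level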;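 further: absorbance from insulin aggregation driven by PDI reduction with DTT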
H9c2 protect: protects H9c2 cardiomyocytes from peroxide injury. 360,000 tested, 0.63% active. protection from H2O2 cell death, % at 20 µM. H2O2 injury protection, ATPLite, 2 h;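 active means compounds giving at least 50% protection of heart cells from peroxide-induced death in the single-dose screen, raw or plate-pattern-corrected value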;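 further: 0% = DMSO wells with peroxide and 100% = DMSO wells without peroxide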
Peg3 promoter: Peg3 promoter activity inhibition; AID 588405; HeLa PEG-Prom luciferase reporter, luminescence, overnight; inhibition, % at 20 µM; 360,000 tested, 1.7% active;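 active means inhibition of at least 50% at 20 µM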
HIF-2a block: inhibitors of HIF-2a. 786-0 RCC cells HIF-2a reporter, luciferase luminescence, overnight. inhibition, % at 18.8 µM. 360,000 tested, 0.72% active;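 active means inhibition of the luminescence signal of 40% or more relative to plate controls, in a single-dose primary screen at 18.75 µM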
CaV13 FRET inh: Primary screen for inhibitors of IQ motif and Ca2+-dependent inactivation inhibitor domain binding in CACNA1D, Förster resonance energy transfer in living cells, … | AID 743397 | 340,000 tested, 0.098% active | inhibition, % at 12.3 µM | HEK cells, CFP/YFP FRET ICDI-IQ, plate reader, 10 min; percent FRET-ratio fall versus neutral wells;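 active means mean replicate inhibition of at least 30% and at least 1% of replicates passing that level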;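 further: 0% = median of the neutral control wells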
m5-HT2A agonist: activates the mouse 5-HT2A serotonin receptor | AID 624169 | P35363 | CHO-K1 mHTR2A beta-arrestin complementation, luminescence; percent of 30 µM serotonin response | activation, % at 7.6 µM | 360,000 tested, 0.66% active;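 active means activation above a run cutoff, the mean activation of all tested compounds plus 3 SD, cut at about 14% in these data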;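 further: 0% = plate median of compound wells and 100% = 30 µM serotonin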
Target sequence (P35363 whole entry, looked up): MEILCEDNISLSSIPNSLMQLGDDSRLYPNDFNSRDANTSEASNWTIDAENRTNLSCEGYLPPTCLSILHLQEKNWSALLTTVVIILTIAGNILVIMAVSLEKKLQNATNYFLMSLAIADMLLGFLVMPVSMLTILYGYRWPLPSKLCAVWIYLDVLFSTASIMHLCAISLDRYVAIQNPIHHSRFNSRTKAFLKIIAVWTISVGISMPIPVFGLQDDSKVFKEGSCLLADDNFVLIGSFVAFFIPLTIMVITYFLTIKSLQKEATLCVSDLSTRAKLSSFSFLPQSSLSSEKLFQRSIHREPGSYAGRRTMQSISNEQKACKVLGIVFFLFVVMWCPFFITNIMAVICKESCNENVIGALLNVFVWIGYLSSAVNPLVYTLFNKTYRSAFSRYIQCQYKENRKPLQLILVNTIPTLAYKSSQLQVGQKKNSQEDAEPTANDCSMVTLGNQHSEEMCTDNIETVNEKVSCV
NR2E3 ag-2: activates human NR2E3 receptor; CHO-S Gal4-NCOR/VP16-NR2E3 two-hybrid, luciferase; inhibition of corepressor binding, % at 3.98 µM; 360,000 tested, 0.35% active; AID 602229;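 active means inhibition above the mean of all tested compounds plus 3 SD, cut at about 70% in these data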;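 further: 0% = DMSO with NR2E3 transfected cells and 100% = cells lacking NR2E3 construct; higher means lower luciferase signal from less NR2E3 corepressor binding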
* marks the source's active call; other numbers are inactive results; x = not tested or not shown.

SMILES	NR2E3 ag-1	TRPM1 prom inh	hiPSC survival	Shn3 3UTR inh	PDI turbidity	H9c2 protect	Peg3 promoter	HIF-2a block	CaV13 FRET inh	m5-HT2A agonist	NR2E3 ag-2
CN(C)/C=C(\C=O)c1cccc(Cl)c1	0	1	-1.1	3	6	5	1	13	-5	4	-11
CC(C)CN(CCCNC(=O)CN1C(=O)COc2ccc(S(=O)(=O)N3CCCCCC3)cc21)CC(C)C	1	5	-0.4	-3	0	0	-25	5	-7	-4	-21
CCCCc1cc(C(=O)Cc2ccccn2)c(O)cc1O	2	9	-0.8	-11	-5	-1	-2	3	-2	-6	1
CS(=O)(=O)Cc1ccc(C(=O)NC(c2ccccc2)c2ccccc2)cc1	-2	-1	-0.2	-27	-6	4	8	-2	-2	1	-5
CC(C)OC(=O)CC12CN3CC(CC(=O)OC(C)C)(CN(C1)C(=O)c1ccccc1C3=O)C2=O	12	-12	-1.8	5	-4	10	22	5	x	2	16
CCCC(=O)Nc1ccc2nc(SCC(=O)Nc3ccc(N4CCOCC4)c(Cl)c3)sc2c1	1	-9	-2.2	-11	12	-1	-61	-206	x	-2	-19
CCC(C)(C)n1nnnc1C(c1ccc(OC)c(OC)c1)N1CCN(c2ccc(OC)cc2)CC1 (centres undefined)	3	1	0.2	-31	-6	16	6	15	-2	4	-20
CCCn1c(CCC(=O)Nc2ccccc2Cc2ccccc2)nc2cc(S(=O)(=O)N3CCOCC3)ccc21	4	13	-2.0	39	-5	13	22	16	x	0	-35
CCSc1nnc(-c2ccc(S(=O)(=O)NCc3cccs3)cc2)o1	2	-2	4.4	13	-6	-4	5	10	-7	-3	2
COC1OCC(O)C(OC(=O)c2ccccc2)C1OC(=O)c1ccccc1 (centres undefined)	x	-5	1.2	12	-1	15	6	16	-5	2	-23
CCOc1cc(C=O)cc(N=Nc2cccc([N+](=O)[O-])c2)c1O	2	16	0.1	0	7	4	5	12	-5	-3	-9
O=C(Nc1ccc(Cl)c(S(=O)(=O)N2CCOCC2)c1)c1ccc2c(c1)OCCO2	1	16	0.8	8	3	15	-28	-117	-1	-4	-22
COc1ccccc1OCCCOc1c(Cl)cc(C)cc1Cl	2	-17	0.4	-12	-5	-10	-63	-128	x	5	-14
CCC(c1nnnn1Cc1ccco1)N(Cc1ccccc1OC)Cc1cc2cc(C)ccc2[nH]c1=O (centres undefined)	2	-5	-2.1	5	-4	-23	9	29	x	-1	-29
CC1(C)CC2CC(C)(CN2/C=N/c2sc3c(c2C#N)CC(C)(C)NC3(C)C)C1 (centres undefined)	4	x	-0.3	3	7	2	43	12	-20	6	-7
CN(C)c1ccc(C(=O)N2CC(=O)N(CCc3ccccc3)C(=O)C2)cc1	2	-13	-0.7	5	3	-1	-1	-6	-2	-2	-28
COc1cc(NC(=O)COC(=O)c2cnccn2)c(C)cc1[N+](=O)[O-]	1	-14	-0.8	-11	-1	1	3	-5	-2	-1	-3
Cc1n[nH]c(=O)n1-c1ccc(Oc2ccccc2)cc1	4	2	5.7	6	6	-2	-3	-36	x	0	-31
CNC(=O)c1nnc(Cc2ccc(Cl)cc2)o1	2	0	0.3	-8	3	-2	-2	11	-6	8	1
Cc1ccc(CNC(=O)CSc2nc3ccccc3c(=O)n2CC2CCCO2)cc1 (centres undefined)	x	-5	0.1	7	5	4	-2	0	-5	-1	28
CCCOC(=O)C1=C(C)N(C)C(=O)NC1c1cc2c(cc1Br)OCO2 (centres undefined)	1	-5	-0.2	8	3	-3	10	11	-6	3	19
CCCCN1C(=S)SC(C)(C)C1/[N+]([O-])=C/c1cccnc1 (centres undefined)	1	5	0.9	14	-17	0	-3	9	-3	4	4
CCOC(=O)CSc1nnc(CCc2nc3ccccc3[nH]2)n1C	6	0	0.1	12	-7	-4	5	7	-5	5	-7
CCCn1c(=O)c(C(=O)Nc2cccc(C)c2)c(O)c2ccccc21	x	-8	-0.1	-14	2	45	-25	-60	-20	5	-42
CC(C)(C(=O)N[C@H](CO)c1ccccc1)C(=O)N[C@H](CO)c1ccccc1	3	1	-1.7	-4	17	3	3	8	-4	-6	-1
Clc1cccc(-c2nnc3n2CCCCC3)c1	0	1	0.1	6	4	0	11	13	-3	-2	-12
CCOC(=O)c1c[nH]c2ccc3ccccc3c2c1=O	3	2	-0.2	8	12	-5	-24	-53	-20	-6	-34
CCN(CC)S(=O)(=O)c1cccc(-c2nnc(SCCCC(=O)c3ccc(F)cc3)o2)c1	1	11	1.5	26	-2	2	9	24	-6	1	-3
Cc1ccc(-n2c(COc3cccc(C)c3)n[nH]c2=S)cc1	-1	2	-0.6	0	-4	-6	7	1	-2	2	13
COCCN(CCOC)Cc1c(C)[nH]c2c(C)c(C)ccc2c1=O	3	-5	0.3	-22	1	-3	-2	18	-11	-2	6
c1ccc(NC2=NCCN2CC2CCCC2)cc1	-1	-12	0.6	3	-3	10	-1	17	-5	0	4
CN(C)c1ccc(CNC(=O)CCS(=O)(=O)c2ccc3c(c2)n(C)c(=O)c(=O)n3C)cc1	2	x	-2.0	1	x	3	-2	2	x	-1	21
CCN(CC)S(=O)(=O)c1ccc2[nH]cc(C(=O)NC3CC3)c(=O)c2c1	-1	5	-0.4	-5	-7	0	7	-8	-4	4	8
COc1ccc(C(c2nnnn2-c2ccc(OC)cc2)N2CCN(C/C=C/c3ccccc3)CC2)cc1 (centres undefined)	x	x	-3.3	12	x	0	15	-21	-6	-8	-17
COc1ccc(-n2c(SCC(=O)Nc3ccccc3)nnc2-c2ccc(NS(=O)(=O)c3ccc(C)cc3)cc2)cc1	0	11	3.1	17	7	-12	49	12	x	8	-3
O=C(CC(NC(=O)OCc1ccccc1)C(=O)OCc1ccccc1)OCc1ccccc1 (centres undefined)	x	-7	0.4	6	10	-6	5	10	-5	0	12
Cc1ccc(C2(c3ccccc3)NC(=O)N(CC(=O)NC3CCCCC3)C2=O)cc1C (centres undefined)	x	3	-0.5	15	4	-2	21	26	-6	-9	9
Cc1ccc(C)c(-c2cc(C(=O)N/N=C/c3cccnc3)c3ccccc3n2)c1	-1	-1	-0.3	-3	-6	56*	17	2	-2	-6	-2
CCC(NC(=O)c1cccc(Cn2cc([N+](=O)[O-])cn2)c1)c1ccc(C(C)C)cc1 (centres undefined)	5	9	-0.2	18	0	-4	13	-14	-9	-5	-17
Cc1ccc(CNC(=O)CCn2ccc3cc(S(=O)(=O)N4CCCC4)ccc32)cc1	-3	8	0.1	-8	-3	-2	11	1	-2	-4	2
O=C(NC1=NCCS1)c1cccc(NC(=O)c2ccco2)c1	3	-1	2.8	-19	-6	6	3	-16	-6	4	9
COc1ccc(OC)c(S(=O)(=O)Nc2c(F)cccc2F)c1	1	13	1.0	11	-10	2	10	6	-4	-1	2
O=C(CNS(=O)(=O)c1ccccc1)N1CCCC1	5	-32	0.8	2	8	-3	-11	11	-5	-1	-13
O=c1[nH]c(-c2ccccc2Cl)nc2c1sc(=S)n2-c1ccccc1	x	10	2.7	31	10	-1	8	7	-5	2	-3
CC1CN(c2cc(=O)n(-c3ccc(Cl)cc3)c(=O)[nH]2)CC(C)O1 (centres undefined)	x	x	3.9	-3	x	4	16	4	-5	-4	-16

Profiles as entered above.
COc1ccc(C(c2nnnn2-c2ccc(OC)cc2)N2CCN(C/C=C/c3ccccc3)CC2)cc1 (centres undefined) across the screens: NR2E3 ag-1 = x; TRPM1 prom inh = x; hiPSC survival = -3.3; Shn3 3UTR inh = 12; PDI turbidity = x; H9c2 protect = 0; Peg3 promoter = 15; HIF-2a block = -21; CaV13 FRET inh = -6; m5-HT2A agonist = -8; NR2E3 ag-2 = -17
CC1CN(c2cc(=O)n(-c3ccc(Cl)cc3)c(=O)[nH]2)CC(C)O1 (centres undefined) across the screens: NR2E3 ag-1 = x; TRPM1 prom inh = x; hiPSC survival = 3.9; Shn3 3UTR inh = -3; PDI turbidity = x; H9c2 protect = 4; Peg3 promoter = 16; HIF-2a block = 4; CaV13 FRET inh = -5; m5-HT2A agonist = -4; NR2E3 ag-2 = -16

The list continues:
SMILES	NR2E3 ag-1	TRPM1 prom inh	hiPSC survival	Shn3 3UTR inh	PDI turbidity	H9c2 protect	Peg3 promoter	HIF-2a block	CaV13 FRET inh	m5-HT2A agonist	NR2E3 ag-2
Cc1cccc(CN(C)C)c1CC(O)(c1ccccc1)c1ccccc1	x	3	-0.5	-2	2	3	-24	-19	-6	-3	2
C/C=C/COc1nc2c(c(=O)n(C)c(=O)n2C)n1C	0	-20	-1.9	-15	-1	10	5	14	x	2	-16
CCC(CO)n1c(SCc2cc(=O)oc3cc(C)ccc23)nc2ccccc2c1=O (centres undefined)	1	-4	-1.3	8	-3	7	-3	8	-5	-2	18
CC(=O)OC(C(=O)NC1CCCCC1)c1ccc(Cl)c(Cl)c1 (centres undefined)	7	-8	0.3	-4	-3	0	23	10	-4	-1	-5
CCn1c(NCc2ccc(OC)cc2)nc2ccccc21	5	-24	0.6	-22	2	-3	-64	-88	-1	-8	-21
N#Cc1ccc(NC(=O)CSc2cn[nH]n2)cc1	3	-5	-0.6	1	-4	3	-2	5	-4	10	-25
O=C(NN1C(=O)c2ccccc2C1=O)c1ccncc1	-1	8	2.8	1	23	21	4	16	-5	2	-8
CC(=O)N1CCC2(CC1)CC(=O)c1cc(OCC(=O)N3CCCC3)ccc1O2	1	-2	0.0	-11	0	4	5	8	-7	1	17
O=C(CCC(=O)N/N=C/c1c[nH]c2ccccc12)NCc1ccccc1	-2	-2	1.1	11	13	4	1	6	-5	0	-2
O=C(Nc1nc2nc(-c3ccccc3)cc(-c3ccccc3)n2n1)c1ccco1	-2	-13	0.3	x	-3	37	25	-18	x	0	-4
CCn1c(=O)cc(SCC(=O)Nc2ccc(OC)c(OC)c2)c2ccccc21	-5	0	-2.2	37	1	-4	-3	-39	-9	7	-13
Cc1ccc(/C=N/NC(=O)c2ccccc2OCc2cccc(Br)c2)o1	4	-4	-0.4	26	5	2	31	1	-7	1	-35
COc1cccc(NC(=O)CSc2nnc(Cn3c(=O)sc4ccccc43)n2C)c1	1	6	-1.6	-16	x	1	3	10	-3	7	26
CC(C)CNC(=S)N1CCN(c2nc(-c3ccc(Cl)cc3)cs2)CC1	6	7	-0.2	43	-1	-15	16	5	0	-1	36
Cc1cc(C)c2sc(NNC(=O)C3COc4ccccc4O3)nc2c1 (centres undefined)	1	x	-1.3	-2	-6	38	15	2	-8	-8	2
COc1ccc(OC)c(NC(=O)c2ccc(NC(C)=O)cc2)c1	0	9	4.3	-6	-2	2	-6	-6	-6	-2	3
CN(C(=O)CSc1nc(N)nn1-c1ccccc1)c1ccccc1	2	6	2.6	6	3	2	-1	8	-5	0	-2
CCOC(=O)C(=O)Nc1ccccc1C(=O)NCc1ccccc1	1	6	-2.7	4	0	1	-2	12	-3	0	-70
COc1cc(/C=N/NC(=O)c2cccc(NC(=O)c3ccccc3Cl)c2)ccc1O	3	8	-0.3	-48	2	21	13	-7	0	-2	-10
